Assay outcomes from PubChem BioAssay.
PfHsp90 set2 – growth inhibition of PfHsp90-expressing yeast, primary screen, antimalarial PfHsp90 inhibitor project, S. cerevisiae, BacTiter-Glo luminescence, single point, set 2; BacTiter-Glo ATP, 48 h; yeast lacking PDR1 and PDR3 efflux regulators; inhibition, % at 9.4 µM; 310,000 compounds, 0.32% hits; AID 504621, 2011;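 active means every replicate shows inhibition above about 80%, whatever the replicate mean, limit read from the data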;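 further: 0% = DMSO neutral controls and 100% = 20 µM radicicol positive controls; yeast relying on Plasmodium falciparum Hsp90 in place of its own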
NSD2 inh – NSD2 histone methyltransferase inhibitors, primary screen, biochemical, AlphaScreen, single concentration, set 2 | NSD2 peptide methylation, 120 min | Histone-lysine N-methyltransferase NSD2 (Homo sapiens), O96028 | AID 743445, 2014 | 310,000 compounds, 0.54% hits | inhibition, % at 12.5 µM; in the data active means inhibition above about 50%
Rtt109 HAT inh – inhibitors of C. albicans Rtt109/Vps75 HAT, primary screen, biochemical, ThioGlo CoA-SH fluorescence, plate reader; Histone acetyltransferase RTT109 (Candida albicans (strain SC5314 / ATCC MYA-2876)), …; 330,000 compounds, 0.16% hits; purified Rtt109/Vps75, 4 h; AID 540336, 2011; inhibition, % at 34.9 µM;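 active means inhibition of at least 50% in every replicate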
Target sequence (Q5AAJ8 whole entry, looked up): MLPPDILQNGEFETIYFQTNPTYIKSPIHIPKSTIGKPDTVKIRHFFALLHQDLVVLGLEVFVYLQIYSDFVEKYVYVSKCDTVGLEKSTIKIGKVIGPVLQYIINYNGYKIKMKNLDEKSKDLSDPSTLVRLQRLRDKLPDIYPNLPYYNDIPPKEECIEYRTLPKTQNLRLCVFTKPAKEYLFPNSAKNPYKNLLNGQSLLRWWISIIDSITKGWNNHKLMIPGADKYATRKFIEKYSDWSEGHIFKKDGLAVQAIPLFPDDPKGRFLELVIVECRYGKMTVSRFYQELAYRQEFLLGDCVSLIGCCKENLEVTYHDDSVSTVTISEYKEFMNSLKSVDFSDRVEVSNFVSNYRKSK
PvdQ acylase – P. aeruginosa PvdQ acylase inhibitors, primary screen, biochemical, fluorescence, plate reader and imaging, single point | PvdQ acylase [Pseudomonas aeruginosa LESB58] | inhibition, % at 10 µM | 340,000 compounds, 0.063% hits | purified PvdQ acylase; in the data active means inhibition above about 30%, passing the limit was not always enough;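 further: 0% = vehicle neutral wells and 100% = reference inhibitor wells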
CDK5 p35 inh – inhibitors of human CDK5/p35 kinase, primary screen, biochemical, single concentration. 330,000 compounds, 0.01% hits. Cyclin-dependent kinase 5 (Homo sapiens) + Cyclin-dependent kinase 5 activator 1 (Homo …. Recombinant CDK5/p35, ADP-Glo luminescence, 60 min. inhibition, % at 10 µM;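 active means highest replicate inhibition of at least 50% and at least 75% of replicates reaching 50%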;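 further: plate controls were DMSO neutral control for no effect and GW8510 at 10 µM for full effect; many of its hits are not listed in these tables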
Cardiac RTF inh – cardiac RTF calcium sensitivity inhibitors, primary screen, biochemical, IANBD-TnC fluorescence, EC70 calcium. IANBD-labeled cardiac RTF, Ca2+ fluorescence. 340,000 compounds, 0.12% hits. AID 493244, 2011. inhibition, % at 7.15 µM;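 active means inhibition above the mean inhibition of all tested compounds plus 3 SD, cut at about 17% in these data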;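 further: assay run at fixed EC70 calcium of 1.6 mM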
dFosB act – activators of delta FosB homodimer, primary screen, biochemical, fluorescence polarization, TAMRA-CDK5 oligo, single point | purified delta FosB; percent of positive-control signal above neutral wells | activation, % at 25 µM | 340,000 compounds, 0.99% hits;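 active means mean activation above about 17%, with every replicate also reaching it, limit read from the data, passing the limit was not always enough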;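 further: fluorescence polarization rise as delta FosB binds a TAMRA Cdk5 AP-1 oligo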
Mot1-301 SUMO – yeast Mot1-301 growth rescue at high temperature, primary screen, SUMOylation pathway inhibitor project, S. cerevisiae, ATP luminescence, 38.5C; S. cerevisiae Mot1-301 growth rescue; percent above DMSO median, 100 means doubled; growth rescue, % at 18.8 µM; 320,000 compounds, 1% hits; AID 2716, 2010;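 active means every valid replicate shows activation above 250% relative to neutral control wells; inactive means the rest, any valid replicate at or below 250%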;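 further: OY570 slx delta 5 strain wells were the positive control but not used for scaling; some compounds called inactive have numbers as strong as hits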
RTF Ca sens act – cardiac RTF calcium sensitivity activators, primary screen, biochemical, IANBD-TnC fluorescence, EC20 calcium | Troponin I, cardiac muscle (Homo sapiens) + Troponin T, cardiac muscle (Homo sapiens) + … | IANBD-labeled TnC RTF fluorescence at EC20 calcium; 0% EC20 calcium, 100% full calcium | activation, % at 7.2 µM | 340,000 compounds, 0.24% hits | AID 493008, 2010;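 active means activation above the mean over all tested compounds plus 3 SD, cut at about 30% in these data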;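 further: rise in fluorescence read as greater calcium sensitivity of cardiac thin filaments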
Keap1 Nrf2 FP – Keap1-Nrf2 protein-protein interaction inhibitors, primary screen, biochemical, fluorescence polarization, single point. Kelch-like ECH-associated protein 1 (Homo sapiens), Q14145. Keap1 Kelch-Nrf2 peptide fluorescence polarization, 1536-well. inhibition, % at 9.4 µM. 340,000 compounds, 0.15% hits. AID 504523, 2011; in the data active means inhibition above about 12%;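 further: human Keap1 Kelch domain with fluorescein labeled Nrf2 9mer peptide probe; 0% = neutral control wells and 100% = peptide positive control; higher means more block of Keap1 binding to Nrf2 peptide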
Target sequence (Q14145 whole entry, looked up, the tested form may be a part): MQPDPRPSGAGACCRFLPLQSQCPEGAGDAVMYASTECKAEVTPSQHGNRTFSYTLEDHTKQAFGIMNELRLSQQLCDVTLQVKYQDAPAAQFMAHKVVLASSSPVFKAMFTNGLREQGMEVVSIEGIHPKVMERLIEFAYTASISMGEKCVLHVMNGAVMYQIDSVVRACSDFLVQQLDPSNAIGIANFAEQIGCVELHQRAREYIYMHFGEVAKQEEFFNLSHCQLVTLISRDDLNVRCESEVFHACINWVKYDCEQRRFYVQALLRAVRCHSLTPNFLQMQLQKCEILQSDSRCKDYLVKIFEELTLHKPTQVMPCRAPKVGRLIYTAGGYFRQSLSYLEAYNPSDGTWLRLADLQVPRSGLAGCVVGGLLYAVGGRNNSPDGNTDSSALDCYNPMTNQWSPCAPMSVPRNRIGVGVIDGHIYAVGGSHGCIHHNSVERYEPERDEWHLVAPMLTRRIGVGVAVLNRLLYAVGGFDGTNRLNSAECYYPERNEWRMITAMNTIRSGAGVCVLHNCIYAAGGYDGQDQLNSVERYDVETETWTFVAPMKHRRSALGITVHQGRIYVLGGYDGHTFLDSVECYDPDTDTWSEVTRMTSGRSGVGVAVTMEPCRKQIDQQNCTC
C-LANA FP – inhibitors of KSHV C-LANA binding to DNA, primary screen, biochemical, fluorescence polarization, FAM-LBS DNA, MBP-C-LANA, single point. Kaposi's sarcoma herpesvirus LANA C-terminal domain (residues 932-1162) DNA binding. inhibition, % at 9 µM. 340,000 compounds, 0.078% hits;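 active means highest replicate inhibition at or above 60% at 9 µM, even if other replicates fall short; inactive means all replicates below 60% inhibition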;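 further: 0% = neutral control wells and 100% = 4 µM acridine orange control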
* hit, by the source's call; x = no result given. Random draw from the library (roughly 3.2% active in at least one column).

SMILES	PfHsp90 set2	NSD2 inh	Rtt109 HAT inh	PvdQ acylase	CDK5 p35 inh	Cardiac RTF inh	dFosB act	Mot1-301 SUMO	RTF Ca sens act	Keap1 Nrf2 FP	C-LANA FP
Cc1ccc(CNS(=O)(=O)N(C)C)cc1	9.4	3.2	-8.2	-8.3	0.0	-26.6	-3.4	-6.4	-4.4	0.6	1.1
CCOC(=O)C1(CCc2ccccc2)CCN(C(=O)c2cc(C)nc(C)n2)CC1	-5.0	-0.5	2.9	-19.2	-1.0	2.7	-6.1	-4.7	1.3	-3.8	-1.1
Cc1cc(NC(=O)COC(=O)CCS(=O)(=O)c2ccc(Cl)cc2)no1	-3.7	x	-10.9	-8.1	-1.0	2.5	-4.2	257.3	-4.4	-2.6	-2.5
O=C(c1ccccc1-c1ccccc1)N1CCCCC1	-12.3	1.6	1.2	-11.4	0.4	-3.2	0.7	7.4	3.2	0.1	1.0
O=C(COC(=O)c1cccs1)Nc1cccc(S(=O)(=O)NC2=NCCCCC2)c1	16.0	1.0	2.8	-5.2	-0.6	-7.7	-9.7	1.8	-1.0	-0.4	0.5
Cc1cc(C)n(-c2nnc(C)n2/N=C/c2ccco2)n1	17.9	-2.1	6.0	-8.6	-4.3	-3.9	-1.6	21.8	-0.5	-2.0	-2.2
Cn1nnnc1Sc1ncnc2scc(-c3cccs3)c12	x	x	-1.6	-2.4	4.6	-3.8	-3.3	-4.6	1.7	-8.8	1.5
Oc1ccc(C=NC2CCCCC2)c(O)c1	15.2	2.2	10.1	-6.8	0.6	-9.0	-8.1	43.0	-1.9	-3.9	0.5
CN(N=Nc1ccc([N+](=O)[O-])cc1)c1ccccc1	-0.4	0.7	-3.7	-8.3	1.0	-7.6	-13.0	71.2	511.4*	113.3*	100.6*
COc1ccc(OC)c(C2C(C#N)=C(N)Oc3cc(N)ccc32)c1 (centres undefined)	9.7	3.8	39.6	-5.2	0.4	-5.0	-6.8	-13.9	0.3	1.3	-1.7
CCn1c(=O)c(C(=O)NCc2ccccc2)c(O)c2ccccc21	7.3	0.4	11.8	3.6	1.8	-4.5	0.4	-5.1	-3.9	-4.3	0.5
COc1ccc(C2C(C(=O)Nc3cc(C)on3)c3ccccc3C(=O)N2C)cc1OC (centres undefined)	-6.7	x	-2.9	1.8	-0.1	-16.3	-1.8	18.8	-2.0	-1.3	0.8
CCOc1ccc(N2CC(C(=O)NCCc3ccccc3)CC2=O)cc1 (centres undefined)	-11.2	-0.4	2.1	3.7	0.2	-8.6	-0.8	-3.2	-0.4	2.6	0.4
N/C(CN1CCSCC1)=N\OCc1c(F)cccc1Cl	2.6	-0.6	-4.0	-0.7	-1.5	-0.5	0.0	234.4	-0.8	-3.8	-1.1
CC(C)(Oc1ccc(Cl)cc1)C(=O)N1CCC(C(N)=O)CC1	10.3	-4.3	-8.0	-7.3	-0.7	-2.2	4.7	-13.4	0.7	-6.7	1.6
O=C(OCc1nc2scc(-c3ccccc3)c2c(=O)[nH]1)c1ccco1	-13.7	-0.3	-4.6	-16.8	-1.0	-22.3	-4.4	-26.2	2.5	0.9	-0.4
O=C(NCCCc1ccccc1)C(=O)NCC1OCCN1S(=O)(=O)c1ccc(F)cc1 (centres undefined)	2.5	-1.9	-17.3	-12.1	0.9	-2.4	-9.7	8.2	-6.8	1.1	1.0
CCOc1ccc2nc(NCCCO)[nH]c2c1	0.5	-5.7	-0.1	-6.3	-1.0	-10.7	-2.0	-2.4	-29.3	-4.0	0.3
Cc1ccc2c(c1)nnn2C1CCN(CC(=O)N(c2ccccc2)c2ccccc2)CC1	-6.1	4.4	-0.1	5.8	0.2	-1.0	-10.9	8.3	1.5	-4.5	-0.7
Cc1ccc2cc(C)c(SCC(=O)NCc3ccco3)nc2c1	-18.1	0.3	0.5	3.9	-0.5	4.6	-1.4	-22.2	8.7	-4.0	0.9
CN(CCc1ccccc1)C(=O)c1ccc(NC(=O)Cc2ccc(NC(=O)C3CCCN(C(=O)CCc4ccccc4)C3)cc2)cc1 (centres undefined)	-1.4	x	-1.5	-12.5	0.9	-8.6	-1.7	x	-5.3	-4.5	-0.3
Cc1nnc(N(Cc2ccccc2)C(=O)c2cnccn2)s1	-5.0	-0.6	2.8	7.0	1.3	-4.5	-2.3	x	-1.2	-4.3	0.5
COc1ccc(/C=C/C(=O)N2CCN(S(=O)(=O)c3ccccc3Br)CC2)cc1OC	-8.9	-3.9	8.3	-16.1	-8.3	1.8	-6.1	-0.2	-2.8	-3.5	-0.7
O=C1C=C(c2cc3ccccc3s2)C[C@@H](c2ccc(Cl)cc2)C1	17.0	x	3.9	-2.5	-0.6	-5.3	-7.8	-3.7	12.7	0.7	0.8
CCOC(=O)[C@H]1[C@H]2COc3ccc(Br)cc3[C@@H]2N2C(=O)N(c3ccc(F)cc3)C(=O)[C@@]12C	18.1	x	-17.9	-11.1	-0.7	7.3	4.2	45.3	1.2	-1.7	-3.1
CCN(C(=O)Cn1nc(C)c([N+](=O)[O-])c1C)C1CCS(=O)(=O)C1 (centres undefined)	-9.6	0.5	3.6	2.1	-0.4	-11.9	-3.2	17.7	-4.7	-4.4	-0.3
O=C1NC(=Nc2ccccc2)S/C1=C/c1cccs1	-20.9	-3.1	-2.5	-4.6	0.1	-2.1	8.7	1.0	-5.2	-2.4	1.2
CN1CCN(C(=O)C2=C[C@@H](c3ccccc3)C[C@@H](OCCCCO)O2)CC1	-2.7	x	0.1	14.1	-0.8	11.1	1.8	-23.1	-5.6	2.3	1.5
O=C(/C=C/c1ccc(O)c(O)c1)NC(=O)c1ccccc1O	-2.5	x	8.9	-12.4	0.2	-0.5	2.8	-11.4	4.3	1.3	3.2
CCOC(=O)c1c(NC(=O)c2cc(-c3ccc(O)cc3)on2)sc(C(C)=O)c1C	-7.4	x	-2.7	0.5	2.5	-1.8	-1.8	-20.2	-0.6	-2.2	-0.1
O=C(COC(=O)c1cc(Br)ccc1O)Nc1ccc2c(c1)OCCO2	-11.8	-1.5	4.8	2.7	-1.9	-2.4	23.1*	7.2	-16.2	-5.2	1.5
CCOc1ccccc1C=NNC(=O)c1cccc2ccccc12	-20.1	-1.3	-5.0	-15.2	1.9	-2.4	-1.6	x	0.3	-1.4	0.6
CCOC(=O)c1cnc(-n2cc(C)cn2)nc1Nc1ccccc1OC	x	-2.2	x	-11.8	-0.5	-13.3	3.5	10.9	3.1	-2.1	1.3
COc1ccccc1N1CCN(/N=C/c2ccc(C(=O)O)cc2)CC1	-10.7	-2.1	1.3	-5.0	0.3	-3.2	1.3	-9.0	-1.7	2.3	0.2
Fc1ccc(-c2csc(Nc3ccccn3)n2)cc1	3.3	-4.0	-1.3	14.8	-2.4	4.7	-3.0	59.0	-4.6	-6.4	-1.4
Cc1nc(N2CCN(c3ccccc3)CC2)[nH]c(=O)c1Cc1ccccc1	4.8	10.7	2.5	-11.7	2.0	0.5	1.1	209.9	-2.4	2.8	0.1
COc1ccc(/C=N/Nc2ncnc3sc4c(c23)CCCC4)cc1O	9.7	9.4	3.7	10.6	-0.2	-2.9	-1.2	-10.6	-5.2	-9.2	0.9
CC1(C)O[C@@H]2[C@H](O1)[C@@H](CO)O[C@H]2n1c(N2CCCCC2)nc2c(N)ncnc21	-9.2	x	2.2	-13.7	0.6	-16.1	7.9	-3.8	-2.3	-4.1	0.8
COc1ccc(S(=O)(=O)N2CCOCC2)cc1NC(=O)Cc1sc(C)nc1-c1ccc(F)cc1	16.2	-1.8	-3.7	-15.4	-3.9	-3.9	-16.5	-12.0	4.0	-4.1	1.7
C=CC[C@@H](CC(=O)N[C@@H](CO)Cc1ccccc1)C(=O)N[C@@H](COC(=O)[C@@H](CC=C)Cc1ccc(F)cc1)Cc1ccccc1	x	x	6.5	-11.7	-0.7	-15.2	-3.7	x	-5.1	-2.4	0.0
CCN(CC(=O)Nc1c(F)cccc1F)C(=O)c1cc2ccccc2oc1=O	12.8	0.7	-0.6	-11.5	2.1	-16.8	-8.1	-1.8	-8.8	-7.0	-0.8
Cn1cccc1Cc1nnc(SCC(=O)NCCc2ccccc2)n1-c1ccc(F)cc1	28.2	x	4.6	-9.0	-1.1	-0.5	-8.5	-0.5	-10.9	-5.9	1.5
CCCCC1=CC2=CC(=O)C(C)(OC(=O)CC)C(=O)C2=CN1Cc1ccco1 (centres undefined)	-4.0	x	-4.5	-15.3	1.4	2.5	-10.7	2.4	4.8	-2.3	1.2
O=C(CNCCc1ccccc1)Nc1ccc(C(=O)N2CCCCC2)cc1	-28.1	-4.0	3.7	-5.8	2.3	-2.3	-10.9	1.9	-3.5	-1.9	-3.0
Cc1cccc(CC(=O)Nc2cc(C)c3c(=O)oc4ccccc4c3n2)c1	14.3	x	12.6	5.5	1.2	-4.6	-5.7	-13.2	3.5	-1.9	1.6
O=C(O)/C=C/c1cn(Cc2ccccc2Cl)nc1-c1ccccc1	1.7	-1.1	-1.0	-2.3	1.6	-17.8	-0.2	-10.0	12.3	0.8	2.9
CCO/C=C1/C(=O)N(C)C(=O)c2cc(OC)ccc21	-46.1	x	-2.2	2.6	-1.3	7.4	-8.7	15.1	0.8	-0.3	0.3
COC(=O)c1sccc1NC(=O)CSc1cc(Cl)ccc1Cl	3.1	-0.3	6.1	3.0	0.8	-1.3	-6.6	-2.8	-5.4	2.1	-4.1
O=C(Nc1ccccn1)c1sc2cccc(F)c2c1Cl	-26.9	-0.8	1.0	-6.7	0.9	-0.2	-5.9	x	5.5	-3.4	-1.8
COc1ccc(N(C(=O)c2ccncc2)S(=O)(=O)c2ccc(F)cc2)cc1	x	-1.7	6.1	-6.2	-1.3	-1.6	0.9	450.7*	0.4	-2.8	3.2
